Tb PGK inh – inhibitors of T. brucei phosphoglycerate kinase. P07378. PGK/GAPDH coupled, Kinase-Glo luminescence, 60 min. Potency, µM (series often up to 57.5 µM), for inactives: top-dose activity change, negative = inhibition, usual class: inhibitors. 0.043% of 380,000 active. AID 602233; also: potency is read from the fitted curve at half-maximal effect; % is scaled to controls: 0 for no effect and ±100 for the full control effect; nearly all actives have a fitted effect of over 60% in size
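Luminescent ATP detection (Kinase-Glo Plus) follows a 60-minute room-temperature incubation, with wells lacking PGK as controls. Buffer: 100 mM TEA (pH 7.6), 5 mM MgCl2, 0.01% Tween-20. Coupling enzyme GAPDH (100 nM final) supplies unstable 1,3-BPG in-well.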
Pol beta inh – blocks human DNA polymerase beta activity. P06746. Pol beta primer extension/strand displacement, fluorescence kinetic. Potency, µM (series often up to 114 µM), for the others: top-dose activity change, negative = inhibition, actives largely listed as inhibitors. 1.3% of 340,000 active; also: potency is read from the fitted curve at half-maximal effect; % is scaled to controls: 0 for no effect and ±100 for the full control effect
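Kinetic readout of DNA synthesis with strand displacement by Pol beta. Compound and 10 nM enzyme sit 15 min at room temperature; 50 nM substrate starts the reaction, read immediately and at 10 min.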
BLM inh – inhibitors of human Bloom syndrome helicase BLM; Potency, µM (doses to about 56.1 µM), for inactives: top-dose activity change, negative = inhibition, hits mostly inhibitors; 0.2% of 350,000 active; recombinant BLM DNA unwinding, fluorescence dequenching; P54132;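 also: potency is read from the fitted curve at half-maximal effect; plate controls were vehicle for no effect and no enzyme for full effect; nearly all actives have a fitted effect of over 35% in size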
Target sequence (P54132 whole entry, looked up): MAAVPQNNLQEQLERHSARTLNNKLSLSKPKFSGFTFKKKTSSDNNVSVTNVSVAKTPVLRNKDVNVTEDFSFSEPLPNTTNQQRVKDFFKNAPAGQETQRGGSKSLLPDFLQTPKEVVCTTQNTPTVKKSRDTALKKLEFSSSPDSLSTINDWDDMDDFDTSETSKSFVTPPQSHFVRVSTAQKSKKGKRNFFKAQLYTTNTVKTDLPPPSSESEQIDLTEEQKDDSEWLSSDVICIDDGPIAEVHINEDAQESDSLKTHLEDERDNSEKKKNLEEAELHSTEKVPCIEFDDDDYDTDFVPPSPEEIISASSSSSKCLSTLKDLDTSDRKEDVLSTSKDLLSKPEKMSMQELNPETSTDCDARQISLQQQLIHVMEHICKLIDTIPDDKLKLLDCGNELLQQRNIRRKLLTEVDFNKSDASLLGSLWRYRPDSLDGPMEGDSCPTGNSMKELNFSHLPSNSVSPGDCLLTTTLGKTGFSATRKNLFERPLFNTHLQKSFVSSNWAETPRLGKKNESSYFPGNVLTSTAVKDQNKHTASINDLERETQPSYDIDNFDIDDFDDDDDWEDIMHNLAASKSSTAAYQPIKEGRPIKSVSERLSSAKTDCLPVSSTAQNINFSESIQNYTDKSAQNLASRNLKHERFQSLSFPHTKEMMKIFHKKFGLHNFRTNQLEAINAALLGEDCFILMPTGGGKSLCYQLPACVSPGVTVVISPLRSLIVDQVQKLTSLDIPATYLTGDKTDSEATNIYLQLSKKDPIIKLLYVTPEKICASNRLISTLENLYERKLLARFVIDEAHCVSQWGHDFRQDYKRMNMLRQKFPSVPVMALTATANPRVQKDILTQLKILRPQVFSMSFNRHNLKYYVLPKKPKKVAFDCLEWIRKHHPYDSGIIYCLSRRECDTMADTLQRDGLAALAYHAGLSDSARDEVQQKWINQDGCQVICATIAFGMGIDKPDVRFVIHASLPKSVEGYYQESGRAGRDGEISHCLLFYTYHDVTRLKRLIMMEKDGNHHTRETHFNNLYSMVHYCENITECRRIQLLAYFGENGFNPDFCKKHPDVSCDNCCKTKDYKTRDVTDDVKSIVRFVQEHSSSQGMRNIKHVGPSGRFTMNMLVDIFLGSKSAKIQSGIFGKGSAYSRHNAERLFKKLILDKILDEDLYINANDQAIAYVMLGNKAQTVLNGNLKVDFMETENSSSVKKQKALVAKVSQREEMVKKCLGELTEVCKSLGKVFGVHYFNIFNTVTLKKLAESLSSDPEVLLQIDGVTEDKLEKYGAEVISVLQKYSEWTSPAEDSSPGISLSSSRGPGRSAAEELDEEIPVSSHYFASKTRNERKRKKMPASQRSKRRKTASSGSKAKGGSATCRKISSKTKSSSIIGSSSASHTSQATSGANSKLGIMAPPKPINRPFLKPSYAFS
APEX1 inh – inhibitors of human APE1 endonuclease; Potency, µM (highest dose often 65.8 µM), without a hit: top-dose activity change, negative = inhibition, most hits filed as inhibitors; 0.35% of 350,000 active; P27695; recombinant APE1, TAMRA/BHQ-2 abasic DNA cleavage fluorescence; AID 2517;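 also: potency is read from the fitted curve at half-maximal effect; plate controls were vehicle for no effect and reference inhibitor for full effect; nearly all actives have a fitted effect of over 55% in size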
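Kinetic fluorescence read (525 ex/598 em nm, three reads 60 s apart) of AP-site incision; signal = third minus first read. Enzyme 0.75 nM, dual-labelled THF duplex 50 nM, compound preincubation 15 min RT.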
Pol kappa inh – DNA polymerase kappa (human) inhibition. Q9UBT6. 0.53% of 400,000 active. purified Pol kappa, fluorescent DNA synthesis assay, 10 min. Potency, µM (highest dose often 107 µM), for the others: top-dose activity, negative = inhibition, usual class: inhibitors; also: potency is read from the fitted curve at half-maximal effect; % is scaled to controls: 0 for no effect and ±100 for the full control effect
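Enzyme at 10 nM met test compounds for 15 min at room temperature. Substrate addition (50 nM final) began the reaction, which was monitored by fluorescence at 0 and 10 min.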
Pol iota inh – DNA polymerase iota (human) inhibition; 1% of 390,000 active; Pol iota fluorescent replication assay, 10 min; Q9UNA4; Potency, µM (highest dose often 115 µM), for the others: at the top dose activity, negative = inhibition, most hits filed as inhibitors; also: potency is read from the fitted curve at half-maximal effect
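Fluorescent replication assay read twice, at 0 min and 10 min after adding 50 nM (final) substrate. Enzyme (10 nM) and compounds were first incubated 15 min at room temperature; enzyme-free buffer wells were negative controls.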
POLH inh – DNA polymerase eta (human) inhibition. Q9Y253. recombinant Pol eta, fluorescent DNA replication assay. Potency, µM (highest dose often 114 µM), for the others: at the highest dose activity change, negative = inhibition, most hits filed as inhibitors. 1.2% of 390,000 active. AID 588591; also: potency is read from the fitted curve at half-maximal effect; % is scaled to controls: 0 for no effect and ±100 for the full control effect
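Fluorescent replication assay: 50 nM final substrate added after a 15 min room-temperature compound preincubation with 10 nM enzyme. Signal taken at 0 min and again at 10 min.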
Anesthetic bind – binds horse apoferritin like a general anesthetic; P02791; apoferritin/1-aminoanthracene competitive binding, fluorescence; Potency, µM (doses to about 77.5 µM), for the others: top-dose activity change, negative = displacement, hits mostly inhibitors; 0.074% of 350,000 active; also: potency is read from the fitted curve at half-maximal effect; % is scaled to controls: 0 for no effect and ±100 for the full control effect; nearly all actives have a fitted effect of over 20% in size
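Horse-spleen apoferritin (10 uM) in 50% saturated 1-aminoanthracene in PBS was incubated 10 min at room temperature with compound. Fluorescence (ex 380, em 535 nm) was normalized to free and bound 1-AMA, with concentration-response fitted by a four-parameter Hill equation.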
RXFP1 antag – blocks the human relaxin receptor RXFP1; 0.59% of 350,000 active; HEK293-RXFP1, relaxin-stimulated cAMP HTRF, 30 min; hits give low values; activity change, negative = inhibition, % at 57.5 µM; AID 1259400;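 active = activity change of -60% or lower, but not beyond a set lower limit; inconclusive = change between -60% and -40%, or beyond the set limit; inactive = change above -40%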; also: % is scaled to controls: 0 for no effect and ±100 for the full control effect
* marks the source's active call; other numbers are inactive results; i = inactive; u = inconclusive; x = not tested or not shown; & = joins results of further samples; [ ] = another dose, or the depositor's remark. Unless noted, calls follow the shape of the dose curve; as a rule, active = well fitted curve in the direction sought with a large enough effect; inconclusive = small, poorly fitted or top-dose-only effect, or another doubt; inactive = no such curve, though single readings can be large; an effect the other way counts as inactive or inconclusive. The list is partial; rates above refer to the full screens.

SMILES	Tb PGK inh	Pol beta inh	BLM inh	APEX1 inh	Pol kappa inh	Pol iota inh	POLH inh	Anesthetic bind	RXFP1 antag
O=S(=O)(c1cccc2ccccc12)N1CCCCC1	1%	11%	-3%	3%	2%	34%[activator]	-28%	3%	-2
CN1CC(COCc2ccccc2)Oc2ccccc2S1(=O)=O (stereo not given)	1%	x	x	-4%	-12%	22%	-14%	x	x
CCOc1ccc(NC(=O)C2CCCN(S(=O)(=O)c3c(C)noc3C)C2)cc1 (stereo not given)	-3%	2%	-3%	52%	-17%	18%	-9%	5%	15
c1ccc(-n2nnnc2-n2ccnc2)cc1	i	22%	1%	u	-6%	4%	-13%	1%	-1
O=C(COc1cccnc1[N+](=O)[O-])NCCc1ccc(Cl)cc1Cl	3%	15%	0%	-3%	-10%	27%	-3%	-15%	-9
CN1Cc2c(N)cccc2[C@H](c2ccccc2)C1	x	x	4%[21.4 µM]	-2%[21 µM]	-11%[12 µM]	x	x	4%[29.3 µM]	x
COc1cccc(N2CCN(c3ncnc4onc(-c5ccc(Cl)cc5)c34)CC2)c1	-5%	-3%	-4%	x	-6%[60.1 µM]	3%	-18%	-11%	-11
COC(=O)C1=C[C@@H](C(=O)OC)C2C3=C(C(=O)[C@@]2(C)NC(=O)c2ccccc2)[C@H](C)n2c(=O)n(-c4ccccc4)c(=O)n2[C@@H]3C1 (stereo not given in full)	x	x	6%	-1%	2%	-15%	x	-12%	x
O=C1[C@H]2[C@@H](c3ccc(F)cc3)N3C(=O)N(c4ccccc4)C(=O)[C@@]3(Cc3ccc(Cl)cc3)[C@H]2C(=O)N1C1CCCCC1	-2%	31%	-11%	-3%	0%	-10%	-6%	-13%	x
Cc1cc2cc(CCNC(=O)c3ccc(Br)o3)c(=O)[nH]c2cc1C	-9%	-7%	-6%	-7%	10%	12%	-7%	-23%	-13
Cc1ccc(COc2cccc3c2CCN(Cc2ccc(F)cc2)C3=O)cc1	-5%	6%	-7%	-3%	-11%	23%	-10%	9%	-23
O=C(CSc1ncn(-c2ccccc2)n1)Nc1nc2ccccc2s1	i	-22%	-4%	-2%	-12%	-16%[58.9 µM]	-17%	-20%	-16
Cc1ccc(-c2cc(C(F)(F)F)n3nc(C(=O)NCCCn4ccnc4)cc3n2)cc1C	-2%	-24%	0%	-2%	-5%	-5%	-16%	-14%	0
COc1ccccc1CC(NC(C)=O)C(=O)NC1CCN(S(=O)(=O)c2ccc(NC(C)=O)cc2)CC1 (stereo not given)	-1%	16%	-1%	9%	-7%	2%	-4%	-13%	8
COc1ccc(C(=O)CSc2nnc(CN3CCCCC3)n2-c2ccc(Cl)cc2)cc1OC	-7%	5%	-4%	0%	-9%	-15%	-22%	-16%	-6
Cc1cc2c(n1-c1ccc(C(=O)NCCc3ccc(Cl)cc3)cc1)CCC(C)C2 (stereo not given)	i	12%	-6%	x	-8%	-11%	-13%	-21%	u
Cc1cccc(OC(C)C(=O)Nc2ccc3c(c2)OCCO3)c1 (stereo not given)	-1%	x	x	x	3%	9%	-12%	x	-7
O=C(OC1Cc2c(O)cc(O)cc2OC1c1cc(O)c(O)c(O)c1-c1c(C2Oc3cc(O)cc(O)c3CC2O)cc(O)c(O)c1O)c1cc(O)c(O)c(O)c1 (stereo not given)	x	x	6.3µM*	0.1µM*	0.79µM*	x	x	-1%	x
CCOc1cc(/C=C(\C#N)C(N)=O)ccc1OS(=O)(=O)c1ccccc1	i	13%	-4%	17%	-6%	20%	-19%	-2%	-3
COC(=O)c1ccc2c(c1)c(I)c(-c1ccc(OC)cc1)n2C	x	x	-10%[75.6 µM]	-4%	-18%[60.1 µM]	x	x	55%[activator][110 µM]	x
CN(CC(=O)NCc1cccnc1)S(=O)(=O)c1ccc2c(c1)c(=O)n(C)c(=O)n2C	-10%	20%	0%	-3%	2%	10%	-12%	-8%	x
Cc1noc(C)c1CSCC(=O)N(C)CC(=O)Nc1ccccc1Cl	4%	3%	-3%	-13%	-8%	29%	-8%	-2%	1
COc1ccc(-n2c(=O)c3c(c4cc(OC)ccc4n3C)n(CC(=O)N3CCCC3)c2=O)cc1	-2%	9%	-2%	x	-34%	-23%	0%	44%[activator]	x
Cc1cccc(NC(=O)CN(C)S(=O)(=O)c2cccc3cccnc23)c1C	-4%	1%	0%	1%	-2%	23%	-4%	-6%	-6
Nc1nc(SCc2ccc([N+](=O)[O-])cc2)c2ncn(C3OC(CO)C(O)C3O)c2n1 (stereo not given)	5%	-1%	-5%	2%	-13%	13%	-6%	-22%	x
Cc1ccc(S(=O)(=O)NC(CC(C)C)C(=O)NCCCn2nc(C)cc2C)cc1 (stereo not given)	10%	x	x	-7%	-4%	12%	2%	x	4
CCc1ccc(N2C(=O)Nc3ccc(Br)cc3C2(O)C(=O)NCCN(C)C)cc1 (stereo not given)	3%	6%	-2%	14%	-8%	92%[activator]	-4%	0%	3
COC(=O)c1cc2ccsc2n1CC(=O)N1CCCc2ccccc21	i	u	0%	u	-2%[60.1 µM]	-7%	0%	u	-10
CC1CN(C(=O)NCc2ccccc2)c2cc(Cl)ccc2O1 (stereo not given)	-1%&-7%	-13%&-25%	-2%&1%	-7%	-7%[60.1 µM]	26%&-10%	-5%&8%	u	1&-23
O=C(Nc1c(-c2cccs2)nc2ccccn12)c1ccccc1F	-1%	40%	-5%	-5%	-15%	7%	-19%	-8%	-5
O=C(Cc1nc2ccccc2[nH]c1=O)c1ccccc1	-5%	u	-6%	1%	5%	91%[activator]	-23%	-8%	-6
O=C(CN(Cc1ccco1)C(=O)CNS(=O)(=O)c1ccccc1)NC1CCCCC1	-10%	17%	0%	1%	2%	31%[activator]	-1%	-10%	2
Cc1ccc(-c2nc3c4ccccc4[nH]c(=O)n3n2)cc1	-10%	-20%	-14%	x	12%	26%	u	-3%	x
Cc1oc2cc(Br)c(O)c(Br)c2c1C(=O)c1ccccc1	-12%	12%	-10%	34%	-5%	22%	-20%	-13%	-2
COc1ccccc1NC(=O)CCS(=O)(=O)c1ccc2c(c1)oc(=O)n2C	-9%	22%	-1%	33%	3%	27%	1%	-1%	27
CCOC(=O)c1c(NC(=O)c2cccnc2Cl)sc(C(=O)N(C)C)c1C	-5%	20%	4%	-2%	-21%	9%	-3%	1%	-2
Cc1ccc(-n2nnc3c(=O)n(CC(=O)N4CCCC4)cnc32)cc1	-6%	6%	2%	-6%	-3%	31%[activator]	-14%	-14%	11
CC(Oc1ccccc1)C(=O)N1CCN(Cc2cc(=O)n3nc(-c4ccccc4Cl)sc3n2)CC1 (stereo not given)	9%	40%[activator]	-2%	x	-13%[60.1 µM]	-1%	-2%	-5%	x
CCOc1cc(CNC(=O)CN2C(=O)c3ccccc3S2(=O)=O)ccc1OC	4%	2%	-3%	17%	-9%	12%	-9%	-11%	-2
CCOc1ccc(CSc2nc(C)cc(COC)c2C#N)cc1OCC	x	-5%	-12%	-4%	-2%	0%	-25%	-4%	0
NS(=O)(=O)c1ccc(CCNC(=O)C2CCN(S(=O)(=O)c3ccc(Br)s3)CC2)cc1	16%	-1%	-4%	16%	-9%	22%	-2%	-1%	-21
CN(C)CCn1c(=O)n(C2CCCCC2)c(=O)c2c3c(sc21)CCCCC3	-5%	x	x	x	-10%	-9%	1%	x	-6
Cc1nn(C)c(C)c1Sc1ccccc1N	6%	-29%	-1%	1%	2%	164%[activator]	-11%	-10%	-10
COc1ccc(/C=C2\SC(=S)N(CCC(=O)NC3=NCCS3)C2=O)cc1OC	0%	10%	-1%	2%	2%	-27%	-14%	-10%	-5
COc1cccc2cc(C(C)N(CCCN3CCOCC3)C(=O)Nc3ccc(Cl)cc3)oc12 (stereo not given)	-15%	10%	-1%	-11%	-6%	-2%	u	-13%	1
c1coc(CN2CCN(C(c3cccs3)c3nnnn3C3CCCC3)CC2)c1 (stereo not given)	-2%	30%[activator]	1%	4%	-27%	3%	6%	-8%	3
CC(=O)c1ccc(N2CCN(C(C)C(=O)NC3CCCc4ccccc43)CC2)cc1 (stereo not given)	5%	4%	3%	-3%	-9%	-7%	-9%	3%	1
CC(O)Cc1nsc(NC(=O)c2ccc(Br)o2)n1 (stereo not given)	6%	1%	-1%	2%	-11%	12%	-17%	1%	12
Cc1noc(C)c1/C=N/Nc1ccccn1	-6%	18%	-3%	-3%	6%	26%	-19%	-4%	-10
O=C(O)c1ccc(N/N=C/c2ccc(-c3cccc(Cl)c3)o2)cc1	-10%	u	-6%	-10%	-23%	u	79µM*	8%	3
O=C(CCCOc1ccccc1)Nc1cccc(S(=O)(=O)N2CCCCCC2)c1	-6%	x	x	-20%	9%	-19%	-14%	x	5
COc1ccc(Cl)cc1NC(=O)CSc1nc2ccccc2nc1N1CCCCC1	i	12%	-8%	x	-19%	-10%	-20%	66%[activator]	x
COc1ccc(C2=NN(c3ccccc3)C(=O)/C2=C\c2ccc(O)c(OC)c2)cc1	-2%	18%	-29%	-5%	2%	-18%	-24%	-15%	-4
Cc1ccc(S(=O)(=O)N(CC(=O)Nc2ccc(C(C)C)cc2)Cc2ccccc2)cc1	i	4%	-6%	x	-11%	-8%	-17%	99%[activator]	-9
O=C(O)c1cccc(NC(=O)c2ccc3c(c2)C(=O)N(c2ccccc2)C3=O)c1	-10%	2%	-3%	2%	-1%	30%	-2%	0%	-1
O=C(Nc1ccccc1OCc1cc(=O)n2ccccc2n1)c1cccc(Br)c1	-8%	-1%	-1%	x	4%[60.1 µM]	18%	-17%	-11%	-2
COC(=O)[C@H](Cc1c[nH]c2ccccc12)NC(=O)Nc1ccccc1OC	6%	-6%	0%	4%	-1%	135%[activator]	-10%	-10%	-11
